Compound activity (PubChem BioAssay)
Fam108B inh = counter-screen for RBBP9 inhibitors: inhibitors of mouse Fam108B | inhibition, % at 9.51 µM | 300,000 compounds, 0.33% hits | AID 1947 | recombinant Fam108B, FP-Rh probe fluorescence polarization;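 active = inhibition above the screen mean inhibition plus 3 SD, computed separately per campaign, cut at about 18% in these data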;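 also: inhibitors lower polarization as less probe binds the enzyme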
GLD-1 TGE inh = GLD-1-TGE RNA interaction inhibition (C. elegans); 320,000 compounds, 0.44% hits; Q17339; purified GLD-1 + fluorescein TGE RNA, fluorescence polarization; inhibition, % at 5.96 µM; AID 2280;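 active = percent inhibition above a per-plate cutoff, the plate mean of test compounds plus 3 SD, cut at about 30% in these data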;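 also: 0% = DMSO wells with GLD-1 and probe and 100% = wells lacking GLD-1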
Target sequence (Q17339 whole entry, looked up): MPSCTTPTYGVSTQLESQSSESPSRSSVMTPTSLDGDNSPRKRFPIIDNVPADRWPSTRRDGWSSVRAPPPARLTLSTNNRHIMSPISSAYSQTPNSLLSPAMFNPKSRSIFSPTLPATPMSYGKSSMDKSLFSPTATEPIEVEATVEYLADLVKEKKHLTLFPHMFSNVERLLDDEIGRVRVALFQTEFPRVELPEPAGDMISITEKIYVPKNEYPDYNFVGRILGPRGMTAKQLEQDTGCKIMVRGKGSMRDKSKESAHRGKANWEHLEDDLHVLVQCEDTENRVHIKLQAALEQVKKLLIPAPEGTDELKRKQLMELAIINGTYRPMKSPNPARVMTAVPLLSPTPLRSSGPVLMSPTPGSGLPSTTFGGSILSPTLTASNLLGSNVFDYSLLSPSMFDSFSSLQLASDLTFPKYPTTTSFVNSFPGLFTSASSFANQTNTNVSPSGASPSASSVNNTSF
Bcl-xL primary = blocks human Bcl-xL binding to Bim BH3 peptide; Q07817; inhibition, % at 10.9 µM; 320,000 compounds, 0.7% hits; GST-Bcl-xL / FITC-Bim BH3 peptide fluorescence polarization; AID 2129;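 active = inhibition above the mean of all tested compounds plus 3 SD, cutoff set per campaign, cut at about 30% in these data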;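 also: 0% = DMSO wells and 100% = unlabeled Bim-BH3 peptide competitor; inhibitors lower millipolarization by displacing the labeled peptide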
MEX-5 binding = C. elegans MEX-5 TCR-2 RNA binding activity; Q9XUB2; MEX-5/FITC-TCR2 RNA binding, fluorescence polarization; hits give low values; activity score (negative = inhibition of binding), % at 10 µM; 300,000 compounds, 0.38% hits; AID 1832;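 active = inhibition past about -25% in most replicates, and total fluorescence under double the plate's negative control median, limit read from the data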;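 also: 0% = DMSO and -100% = 5 µM competing unlabeled TCR2 RNA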
Target sequence (Q9XUB2 whole entry, looked up): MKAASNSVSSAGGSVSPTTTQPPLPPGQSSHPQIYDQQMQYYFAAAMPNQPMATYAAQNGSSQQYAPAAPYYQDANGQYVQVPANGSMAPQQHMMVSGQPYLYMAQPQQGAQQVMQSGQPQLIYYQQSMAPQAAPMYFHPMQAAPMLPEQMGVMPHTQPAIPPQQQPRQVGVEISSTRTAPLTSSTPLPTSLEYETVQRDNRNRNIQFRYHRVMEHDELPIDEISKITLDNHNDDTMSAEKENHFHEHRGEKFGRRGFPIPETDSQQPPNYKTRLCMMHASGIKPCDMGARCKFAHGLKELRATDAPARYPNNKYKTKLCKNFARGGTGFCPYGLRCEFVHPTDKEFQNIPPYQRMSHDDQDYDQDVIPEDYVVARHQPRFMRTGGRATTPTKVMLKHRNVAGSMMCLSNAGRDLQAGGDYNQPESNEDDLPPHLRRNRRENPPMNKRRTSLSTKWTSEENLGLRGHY
AGP1-GFP MLPCN = yeast TOR pathway AGP1-GFP modulation; S. cerevisiae AGP1-GFP multiplex flow cytometry, 3 h; GFP as percent of DMSO wells; GFP response vs DMSO, % at 10 µM; 320,000 compounds, 0.02% hits;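 active = GFP response relative to DMSO above a set limit, near screen average plus 3 SD, cut at about 150% in these data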;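 also: median GFP channel fluorescence of the gated AGP1 strain per well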
VLA-4 inh = inhibition in a human VLA-4 binding assay; VLA-4 expressing cells, ligand binding flow cytometry; P13612; inhibition, % (about 7 µM as worked out from the volumes in the protocol); 330,000 compounds, 0.2% hits; in the data active = inhibition above about 50%
GRK2 aptamer HTS = inhibitors of human GRK2 displacing RNA aptamer. P25098. bead flow cytometry, FAM-aptamer displacement from GRK2. inhibition of aptamer binding, % at 10 µM. 330,000 compounds, 0.59% hits. AID 488847;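 active = inhibition of aptamer binding above 40%, roughly 3 SD of noise, on plates passing a quality check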;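 also: median bead fluorescence of bound FAM aptamer so fluorescent compounds give negative values; no value below 0 was filed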
CIT2 TOR yeast = alters CIT2-GFP fluorescence in TOR pathway yeast screen | S. cerevisiae CIT2-GFP strain, flow cytometry, 3 h; 100 means same as DMSO wells | GFP response vs DMSO, % at 10 µM | 320,000 compounds, 0.065% hits | AID 2029;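 active = GFP response relative to DMSO above a set limit, near the screen mean plus 3 SD, cut at about 150% in these data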;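 also: ratio of well median GFP fluorescence to mean of DMSO wells on the plate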
MCL1-BIM inh = inhibitors of human MCL1 binding to BIM-BH3 peptide; 320,000 compounds, 0.68% hits; GST-MCL1 / FITC-Bim-BH3 fluorescence polarization; inhibition, % at 10.9 µM;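 active = inhibition above the mean inhibition of all tested compounds plus 3 SD, set per campaign, cut at about 40% in these data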;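 also: 0% = DMSO wells and 100% = unlabeled Bim-BH3 peptide control; higher means more loss of mP so more displacement of Bim peptide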
* = called active by the depositor; i = inactive; . = no result given.

SMILES	Fam108B inh	GLD-1 TGE inh	Bcl-xL primary	MEX-5 binding	AGP1-GFP MLPCN	VLA-4 inh	GRK2 aptamer HTS	CIT2 TOR yeast	MCL1-BIM inh
O=C(Cn1nc(-c2ccc(Cl)cc2)ccc1=O)NCC1CCCO1 (stereo unspecified)	-1	-2	-1	-0.9	104	8	0	101	3
CCN(Cc1ccccc1)S(=O)(=O)c1ccc(C(=O)Nc2nnc(C3CC3)o2)cc1	-1	-2	11	2.3	103	36	5	109	3
Cc1ccc(S(=O)(=O)N2[C@@H](c3cccc(Cl)c3)C(C(=O)O)=CC[C@H]2c2ccc3c(c2)OCO3)cc1	-3	6	5	.	85	11	3	113	3
Oc1ccc2ccccc2c1C=Nc1ccccc1	-3	-4	0	1.3	90	26	0	95	3
O=C(Nc1ccc2c(c1)OCO2)C1CCN(Cc2cnn(-c3ccccc3)c2-n2cccc2)CC1	4	6	7	-2.4	100	12	0	94	11
CN(CC(=O)NC1CCCc2ccccc21)S(=O)(=O)c1cccs1 (stereo unspecified)	5	6	4	1.9	104	2	0	100	5
O=C(O)c1cc(NC(=O)c2ccc(Cl)c([N+](=O)[O-])c2)cc(C(=O)O)c1	-2	6	4	-3.8	104	7	0	102	5
CN(C(=O)COC(=O)c1ccc(C#N)cc1)c1ccccc1	-1	5	3	2.2	103	8	0	101	1
COc1cc(C(=O)NCCCCCCNC(=O)c2cc(OC)c(OC)c(OC)c2)cc(OC)c1OC	-1	18	3	0.3	101	-15	4	101	1
O=[N+]([O-])c1ccc(NCCCN2CCOCC2)c(Cl)c1	1	8	3	1.2	101	12	4	96	7
Cc1ccc(C)c(NC(=S)N(Cc2cccc(Br)c2)CC2CCC(C(=O)O)CC2)c1 (stereo unspecified)	-3	5	6	-0.1	85	4	0	89	-3
O=S(=O)(c1cccc(-c2cn3cccnc3n2)c1)N1CCOCC1	2	6	5	.	106	8	0	101	1
COc1ccc(OC)c(C2C(C(=O)c3ccco3)=C(O)C(=O)N2Cc2cccnc2)c1 (stereo unspecified)	0	6	4	0.8	91	8	2	95	5
Cc1cc(C(=O)NCCCN2CCCC2=O)cs1	-2	-1	-1	-2.2	94	2	4	94	-8
Cc1ccc2nc(-c3ccccc3)c(CC(=O)O)c(C(=O)O)c2c1	-5	-1	4	-1.2	104	-14	0	117	3
Cc1ccc(CNC(=O)CC(C)S(=O)(=O)c2ccc3c(c2)NC(=O)CS3)o1 (stereo unspecified)	-1	46*	85*	-17	99	-3	0	105	86*
Cn1cc(C(=O)NCCO)c(=O)c2ccccc21	2	0	7	1.4	105	1	3	100	11
CCSc1cnc(-c2ccccc2)n1CC	4	4	3	1.3	101	29	1	97	-8
Cc1ccc(CNS(=O)(=O)c2ccc3c(c2)n(C)c(=O)n3C)cc1	0	8	-5	-2.5	96	10	0	104	-3
CNC(=O)c1c(NC(=O)c2cccc(C)c2)sc2c1CCC2	-1	-3	-10	0.7	84	0	0	90	-11
CSc1ncc(Cl)c(C(=O)Nc2ccccc2Br)n1	4	0	5	-0.6	104	-2	0	95	8
CCN1CCc2nc(N)oc2CC1	2	7	10	.	92	-4	2	92	11
CCc1ccc(-c2nc(NC(=O)c3ccc(OCC(=O)Nc4ccc(F)cc4)c(OC)c3)sc2C)cc1	-8	5	0	-1.1	101	-7	1	101	-7
CCC(=O)c1ccc(N2CCN(C(=O)Cc3ccccc3)CC2)c(F)c1	3	2	5	-0.4	102	4	2	94	3
Cc1sc2ncnc(SCC(=O)N3c4ccccc4Sc4ccc(Cl)cc43)c2c1C	0	5	4	-2.3	105	.	0	98	5
CCc1ccc(CNC(=O)C2CCC(=O)N(CCc3ccc(Cl)cc3)C2)nc1 (stereo unspecified)	-3	8	1	-3.6	94	-8	1	95	6
O=C(Cn1cc(SCc2cccc(Cl)c2)c2ccccc21)N1CCOCC1	3	4	4	-1.6	92	6	1	87	0
CC1CN(S(=O)(=O)c2ccc(C(=O)N3CCc4ccccc43)cc2)CC(C)O1 (stereo unspecified)	.	2	0	.	89	11	0	99	3
CCC(C)NCc1ccc(C(=O)OC)o1 (stereo unspecified)	-1	0	3	0.1	99	-7	7	103	-1
COc1ccc(-n2nc(C(=O)NCC(=O)N3CCN(c4ccccn4)CC3)c3ccccc3c2=O)cc1OC	6	3	5	2.2	114	-10	0	102	5
Cc1ccc(CNC(=O)C(Cc2ccccc2)NS(=O)(=O)c2ccc(Br)s2)cc1 (stereo unspecified)	-1	0	2	1.1	100	6	3	96	3
CC(=O)c1c(C)oc2ccc(OCc3ccccc3)cc12	.	.	.	1.0	95	0	0	96	.
O=C(C[n+]1ccc(C(=O)NCCCO)cc1)c1cccc(Br)c1	2	16	26	-3.2	105	28	1	90	30
CCOc1ccc(CC(=O)OCN2C(=O)c3ccccc3C2=O)cc1	1	-1	8	0.3	101	-11	0	.	8
COc1ccccc1CNC(=O)c1ccc(NS(=O)(=O)c2c(C)noc2C)cc1	0	5	4	-0.7	98	0	3	86	9
O=C(CCC(=O)N(CC(=O)NC1CCCC1)c1ccc(F)cc1)Nc1nccs1	-1	-7	-3	-0.6	104	0	6	112	-7
COc1ccc(CN2CCNC(=O)C2CC(=O)N(C)Cc2ccncn2)c(OC)c1 (stereo unspecified)	4	8	6	-2.4	96	2	3	95	6
O=C(C1CC1c1ccccc1)N1CCOCC1 (stereo unspecified)	4	-3	1	1.5	100	0	0	97	6
Cc1cc(/C=C(\C#N)C(=O)N2CCOCC2)c(C)n1C1CCCC1	1	5	-14	-2.5	113	16	0	105	-10
CCOC(=O)CSc1nc2ccccc2n2cnnc12	2	-54	6	12	108	-46	1	105	-2

Profiles, looked up by structure. Values in the order: Fam108B inh, GLD-1 TGE inh, Bcl-xL primary, MEX-5 binding, AGP1-GFP MLPCN, VLA-4 inh, GRK2 aptamer HTS, CIT2 TOR yeast, MCL1-BIM inh
O=C(C[n+]1ccc(C(=O)NCCCO)cc1)c1cccc(Br)c1 reads 2, 16, 26, -3.2, 105, 28, 1, 90, 30
O=C(C1CC1c1ccccc1)N1CCOCC1 (stereo unspecified) reads 4, -3, 1, 1.5, 100, 0, 0, 97, 6
O=C(CCC(=O)N(CC(=O)NC1CCCC1)c1ccc(F)cc1)Nc1nccs1 reads -1, -7, -3, -0.6, 104, 0, 6, 112, -7

Next part.
SMILES	Fam108B inh	GLD-1 TGE inh	Bcl-xL primary	MEX-5 binding	AGP1-GFP MLPCN	VLA-4 inh	GRK2 aptamer HTS	CIT2 TOR yeast	MCL1-BIM inh
CN(C)S(=O)(=O)c1cccc(COC(=O)CN2C(=O)NC3(CCCC3)C2=O)c1	3	0	-7	0.2	100	-2	3	109	-17
O=C(Cn1c(=O)c2cccn2c2ccccc21)NCCCN1CCCCC1	-3	1	0	0.5	105	3	0	112	1
O=C(COc1ccccc1)N1CCN(S(=O)(=O)c2cccs2)CC1	1	-3	5	-0.3	110	1	0	120	4
COc1cccc(-c2noc(C(C)n3nc(C)c([N+](=O)[O-])c3C)n2)c1 (stereo unspecified)	-5	1	1	-1.3	88	6	0	87	1
COc1cc2[nH]c(=O)n(CCCCCC(=O)NCCCN3CCCC3=O)c(=O)c2cc1OC	6	-3	8	1.3	100	-8	0	99	9
CC(Sc1nc(-c2ccccc2)nc2c1COC(C)(C)C2)C(=O)N1CCOCC1 (stereo unspecified)	5	-5	-1	-1.8	108	17	2	100	-1
Cc1ccc(OC(=O)c2cccc(C(=O)Oc3ccc(C)cc3)n2)cc1	3	6	1	-2.2	96	12	0	102	4
NC(=O)CC(NC(=O)Cc1ccc(Cl)cc1)c1ccc(NCCN2CCOCC2)c([N+](=O)[O-])c1 (stereo unspecified)	1	2	0	-2.0	76	-2	2	64	1
O=C1c2ccsc2SCCN1Cc1ccccc1	3	-1	0	-1.9	85	11	4	66	-3
Cc1ccc(NC(=S)NC(NC(=O)C(C)(C)C)C(Cl)(Cl)Cl)c(C)c1 (stereo unspecified)	1	1	1	-0.6	107	9	1	102	0

The list goes on; the last 2 above are carried over.
SMILES	Fam108B inh	GLD-1 TGE inh	Bcl-xL primary	MEX-5 binding	AGP1-GFP MLPCN	VLA-4 inh	GRK2 aptamer HTS	CIT2 TOR yeast	MCL1-BIM inh
O=C1c2ccsc2SCCN1Cc1ccccc1	3	-1	0	-1.9	85	11	4	66	-3
Cc1ccc(NC(=S)NC(NC(=O)C(C)(C)C)C(Cl)(Cl)Cl)c(C)c1 (stereo unspecified)	1	1	1	-0.6	107	9	1	102	0
O=C(OCC(=O)N1CCN(C(=O)c2ccco2)CC1)c1ccc(Cl)cc1	.	7	1	.	106	-7	0	109	-2
Nc1cccc(S(=O)(=O)NC2=NCCC2)c1	-1	6	-2	0.6	108	-8	0	100	-6
O=C(NC1=NCCS1)c1ccc(F)c(S(=O)(=O)N2CCOCC2)c1	.	0	.	.	102	0	0	103	.
CCO[C@H]1OC(C(=O)O)=C[C@@H](C2CC2)[C@@H]1CCCO	1	-2	1	-2.7	93	-11	1	108	2
Cc1cc(C)c2nc(N3CCCC(C(=O)NC4CCCC4)C3)sc2c1 (stereo unspecified)	0	-1	5	-2.3	97	i	0	99	2
O=C(c1ccc(=O)[nH]c1)N1CCCc2ccccc21	-3	-7	5	0.4	99	-4	2	96	0
O=C(O)c1ccc(COc2ccccc2C=C2C(=O)c3ccccc3C2=O)cc1	5	8	13	-1.2	93	-4	0	90	6
CCC1CCCCN1C(=O)COC(=O)c1cc(Br)ccc1Cl (stereo unspecified)	1	-2	8	2.1	102	0	2	103	0
CC(C)(C#N)N([O-])C=C[N+](=O)C(C)(C)C#N	1	-3	4	1.6	102	11	0	95	2
COc1ccc2[nH]c(=O)c(C3c4cc(OC)c(OC)cc4CCN3C(=O)c3ccco3)cc2c1 (stereo unspecified)	-1	8	-1	-0.3	103	10	3	109	-5
Cc1ccc(C(=O)CSc2nc(C)cc(SCc3nnc(-c4ccccc4)o3)n2)cc1	1	8	1	1.1	100	14	2	96	6
COc1cc(C)c(C(=O)Oc2cc(C)c(C(=O)O)c(O)c2C)c(OC)c1C	1	0	6	0.2	105	-17	0	110	5
O=C(NC(=S)Nc1ccc(Cl)cn1)c1cc([N+](=O)[O-])ccc1N1CCOCC1	0	4	0	4.1	97	1	0	98	-2
COc1cccc2sc(Nc3nc(-c4ccncc4)cs3)nc12	0	-9	-1	2.2	104	5	1	105	2
COc1cccc(CN2CCN(Cc3nc4c(s3)CCCC4)CC2CCO)c1 (stereo unspecified)	1	7	2	0.1	88	9	1	100	10
CC(=O)Nc1ccc(NC(=O)CSc2nnc(NC(=O)c3ccco3)s2)cc1	0	3	6	0.8	99	.	3	95	3
Cc1sc2nc3ccc(N4CCCC4)nn3c(=O)c2c1C	0	1	9	-2.3	91	2	3	97	10
Cc1cc(C)cc(OCCCn2ccnc2)c1	-2	1	-1	0.9	101	-28	0	104	7
O=C(NC1CCCCC1)c1cc(C2CC2)on1	-2	0	2	-2.6	102	0	0	92	2
COc1ccc(P(=O)(COc2ccc([N+](=O)[O-])cc2)c2ccc(OC)cc2)cc1	1	1	2	-0.6	93	11	3	96	4
CCC(C)(C)NC(=O)Cc1ccc(C)cc1	-1	7	3	-2.9	111	14	3	102	2
CCOC(=O)N1CCN(c2c(NCc3ccccc3Cl)c(=O)c2=O)CC1	0	3	6	0.5	100	0	0	96	3
Cc1ccc(NC(=O)CNC(=O)c2ccco2)cc1	-6	-7	1	-2.5	89	11	1	95	1
O=C(CCCSc1nc2ccccc2[nH]1)N1CCN(c2ccc([N+](=O)[O-])cc2)CC1	3	3	-13	-1.3	98	10	0	98	-22
CCN(CC(=O)NC1CCS(=O)(=O)C1)c1ccc(S(C)(=O)=O)cc1[N+](=O)[O-] (stereo unspecified)	-6	10	5	-1.7	88	2	16	84	3
